# TRPC4 agonist: TRPC4 (mouse) channel activation | B-score at 10 µM | HEK293 TRPC4beta/mu-opioid, Fluo4 calcium fluorescence; stronger effect = higher value | AID 2237 | 310,000 compounds, 0.49% hits | Q9QUQ5;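 active = B-score above 5 SD of library B-scores, and initial fluorescence ratio not above library mean plus 5 SD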;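 also: positive B-score marks a calcium rise read as TRPC4 activation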
#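 Test system: HEK293 cells stably co-expressing mouse TRPC4beta and mu-opioid receptor | Schedule: Fluo4 dye loading 45 min at room temperature, 110 s recording | Measured by: Kinetic Fluo4 calcium fluorescence, 5 s baseline at 1 Hz | Evaluation: B score of integrated ratio | Controls: Buffer (low) and maximal DAMGO (high)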
# KCNK3 inh: human KCNK3 channel inhibition, primary screen | CHO-KCNK3 thallium flux, FluxOR fluorescence; stronger effect = lower value | B-score at 10 µM | 340,000 compounds, 0.84% hits | AID 602410;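 active = B-score under library mean minus 4 SD, starting fluorescence ratio at most library mean plus 5 SD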;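 also: more negative B-score means stronger inhibition of thallium flux through KCNK3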
# Target sequence (O14649 whole entry, looked up): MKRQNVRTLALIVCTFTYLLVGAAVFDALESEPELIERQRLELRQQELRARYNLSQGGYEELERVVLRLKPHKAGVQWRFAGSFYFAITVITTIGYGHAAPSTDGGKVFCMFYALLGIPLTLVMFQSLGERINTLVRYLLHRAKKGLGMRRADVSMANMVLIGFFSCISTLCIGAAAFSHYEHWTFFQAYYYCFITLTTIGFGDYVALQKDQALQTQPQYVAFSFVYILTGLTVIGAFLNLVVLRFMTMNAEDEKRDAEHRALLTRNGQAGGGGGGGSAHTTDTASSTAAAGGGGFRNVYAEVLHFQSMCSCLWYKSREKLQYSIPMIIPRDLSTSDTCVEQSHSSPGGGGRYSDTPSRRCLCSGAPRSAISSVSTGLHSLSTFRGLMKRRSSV
# KCNQ1 block: inhibitors of human KCNQ1 potassium channel; P51787; 310,000 compounds, 1.3% hits; CHO-K1 KCNQ1, FluxOR thallium flux fluorescence; stronger effect = higher value; B-score at 10 µM; AID 2642;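 active = compounds whose thallium flux B-score, printed positive for inhibition, exceeds three library SD while starting fluorescence stays within three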;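 also: channel opened by potassium depolarization with thallium stimulus after 20 min compound exposure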
# TRPC4 inh: blocks the mouse TRPC4 cation channel. 300,000 compounds, 0.39% hits. B-score at 10 µM. AID 2247. HEK293 TRPC4beta/mu-opioid, DAMGO-evoked Fluo4 calcium flux; stronger effect = lower value;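 active = B-score over 3 SD under the library average, no early fluorescence shift, positive overall ratio signal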
#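 Signal: kinetic Fluo4 fluorescence imaging of calcium influx. Material: stable TRPC4beta/mu-opioid receptor HEK293 cells. Probe or stimulus: DAMGO in two steps, submaximal then maximal.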
# KCNK9 block: blocks the human KCNK9 two-pore domain potassium channel. HEK293 KCNK9, FluxOR thallium flux fluorescence; stronger effect = lower value. B-score at 10 µM. 310,000 compounds, 1.2% hits. AID 488922;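 active = ratio B-score over 3 SD below the library mean, with starting fluorescence within 5 SD of its mean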;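 also: negative B-score means less thallium flux so channel inhibition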
# Target sequence (Q9NPC2 whole entry, looked up, the tested form may be a part): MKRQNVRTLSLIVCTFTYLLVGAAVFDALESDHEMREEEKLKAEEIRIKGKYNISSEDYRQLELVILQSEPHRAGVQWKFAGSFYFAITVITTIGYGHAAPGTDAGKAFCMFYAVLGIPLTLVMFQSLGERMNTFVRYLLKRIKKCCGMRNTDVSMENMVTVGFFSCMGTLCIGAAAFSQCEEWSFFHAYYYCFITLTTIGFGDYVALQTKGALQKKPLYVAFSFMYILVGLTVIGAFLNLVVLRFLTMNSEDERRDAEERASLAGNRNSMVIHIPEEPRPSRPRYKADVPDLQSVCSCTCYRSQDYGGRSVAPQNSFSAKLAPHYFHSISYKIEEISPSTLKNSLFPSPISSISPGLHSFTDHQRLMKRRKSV
# PolyA inhibitor: inhibitors of polyadenylation in S. cerevisiae. AID 1875. 300,000 compounds, 0.02% hits. calls only at 12 µM. S. cerevisiae SKY197-pL101 polyadenylation reporter, beta-gal luminescence; efflux-impaired pdr1/pdr3 knockout yeast; score 100 = 6 SD above DMSO;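 active = lowest replicate activity score at least 50, where 100 means six control SD above control mean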;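 also: yeast exposed to compound for 9 h at 30 °C; higher score means more reporter readthrough which indicates perturbed polyadenylation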
# DYRK1A inh: blocks rat Dyrk1A kinase activity; Q63470; ADP-Glo luminescence, NFATc1 peptide; inhibition, % at 12.5 µM; 310,000 compounds, 0.43% hits; AID 504441; in the data active = inhibition above about 50%;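 also: plate controls were vehicle with enzyme for no effect and no enzyme for full effect; many of its hits are not listed in these tables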
# Platelet DG rel: modulates dense granule release in human platelets | 300,000 compounds, 0.22% hits | inhibition, %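 (compounds screened at 7.5 µM in platelet-rich plasma)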 | AID 1663 | human platelet-rich plasma, SFLLRN dense granule ATP release, luminescence;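 active = mean replicate score, as percent of positive control, at or above 50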
# TRPC4 PAM: allosteric potentiators of mouse TRPC4 channel. Q9QUQ5. HEK293 TRPC4beta/mu-opioid, DAMGO EC20, Fluo-4 Ca2+ flux; stronger effect = higher value. B-score at 10 µM. 310,000 compounds, 0.42% hits. AID 2227;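 active = B-score of calcium response area above 5 SD of library B-scores, with initial fluorescence ratio within 5 SD of library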;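 also: B-score of integrated fluorescence ratio over time as area under calcium response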
# KCNQ1 pot: potentiates or activates the human KCNQ1 potassium channel | CHO-K1 KCNQ1, thallium flux FluxOR fluorescence; stronger effect = higher value | B-score at 10 µM | AID 2648 | P51787 | 310,000 compounds, 0.35% hits;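 active = fluorescence ratio B-score, a plate-corrected score, at least three library SD, with initial intensity B-score within 5 SD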
#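 System: Stable KCNQ1 CHO-K1 line | Incubation: 90 min dye loading and 20 min compound exposure, both at room temperature | Measure: Ratio B score | Medium: Assay buffer for compound exposure, DMSO matched across wells | Compound dosing: Single-concentration screen | Probe or stimulus: K+/Tl+ depolarizing stimulus | Measured by: Kinetic FluxOR fluorescence, 10 s baseline plus 110 s post-stimulus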
# hERG protect: hERG (human) protection from proarrhythmic block. activation (rescue from dofetilide block), less the hit threshold, % at 10 µM. CHO-hERG, FluxOR thallium flux, dofetilide IC70 present. AID 1511. 310,000 compounds, 0.51% hits. Q12809;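 active = activation above the mean of controls blocked by dofetilide plus 5 SD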;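 also: thallium influx through hERG after potassium depolarization seen as dye fluorescence rise; in these data hits start at about 4.7%; inactives centre near -7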
# Numbers without * were called inactive; i = inactive; x = no result given.
SMILES,TRPC4 agonist,KCNK3 inh,KCNQ1 block,TRPC4 inh,KCNK9 block,PolyA inhibitor,DYRK1A inh,Platelet DG rel,TRPC4 PAM,KCNQ1 pot,hERG protect
O=C1CC(c2ccccc2)c2ccccc21 (stereo unspecified),i,i,i,i,i,i,3,-1,i,i,-9
CC(C)(C)c1cc2nc3c(c(=O)n2[nH]1)CN(Cc1ccccc1)C3=O,i,i,i,i,i,i,x,-22,i,i,-7
O=C(COC(=O)c1cc(Cl)ccc1O)NNC(=O)c1ccc([N+](=O)[O-])cc1,i,i,i,i,i,i,-4,0,i,i,-13
CC(C)CCNC(=O)NC(=O)COC(=O)C1CCN(S(=O)(=O)c2ccccc2F)CC1,i,i,i,i,i,i,1,4,i,i,-5
CNC(=O)COC(=O)c1ccc(Cl)c(S(=O)(=O)N2CCCC2)c1,i,i,i,i,i,i,-7,4,i,i,-2
Cc1c(C(=O)Nc2nc3ccccc3[nH]2)oc2c(Cl)cccc12,i,i,i,i,i,i,-5,3,i,i,-2
Cc1cc(Cc2ccc([N+](=O)[O-])cc2)c(C)cn1,i,i,i,i,i,i,13,1,i,i,-2
Cc1ccc(-c2nc3ncccc3o2)cc1N,i,i,i,i,i,i,-14,2,i,i,-2
CCOC(=O)N/N=C/c1c(C)nn(-c2cccc(C(F)(F)F)c2)c1Cl,i,i,i,i,i,i,-2,-7,i,i,-4
O=C(Oc1ccc(OC(=O)c2ccncc2)cc1)c1ccncc1,i,i,i,i,i,i,-9,-2,i,i,-11
CC1(c2ccc3noc(-c4ccccc4)c3c2)OCCO1,i,i,i,i,i,i,4,-1,i,i,-8
Cc1cc(C)n(Cc2ccc(Cl)c(Cl)c2)c(=O)c1S(=O)(=O)c1ccccc1,i,i,i,i,i,x,-18,-12,i,i,-6
COc1ccc(NC(=O)c2cc(-c3ccc(C)cc3)on2)cc1OC,i,i,i,i,i,i,5,-2,i,i,-8
CO/N=C(/CNC(=O)c1ccc(Cl)cc1Cl)c1ccc(Cl)cc1,i,i,i,i,i,i,-1,-3,i,i,-8
Cc1onc(-c2ccccc2Cl)c1C(=O)Nc1sc2c(c1C#N)CCC2,i,i,i,i,i,i,1,-1,i,i,-6
COc1cc(C2NC(=O)NC(c3ccccc3)=C2C(C)=O)c(Br)cc1OCC(N)=O (stereo unspecified),i,i,i,i,i,i,0,-7,i,i,-9
Cc1cc(=O)[nH]c(SCC(=O)N2CCC(C(N)=O)CC2)n1,i,i,i,i,i,i,11,11,i,i,-7
OCCOc1ccc(C2=NCCO2)cc1,i,i,i,x,i,i,-1,0,i,i,0
COC(=O)C1SCC2C(=O)N(Cc3ccc(Cl)c(Cl)c3)CC(=O)N21 (stereo unspecified),i,i,i,i,i,i,-4,5,i,i,-11
O=C(CSc1nnc(CNC(=O)c2ccccc2F)o1)NCC1CCCO1 (stereo unspecified),i,i,i,i,i,i,-7,1,i,i,-7

# In a second layout: results already given.
# Below each SMILES: TRPC4 agonist, KCNK3 inh, KCNQ1 block, TRPC4 inh, KCNK9 block, PolyA inhibitor, DYRK1A inh, Platelet DG rel, TRPC4 PAM, KCNQ1 pot, hERG protect
- Cc1cc(=O)[nH]c(SCC(=O)N2CCC(C(N)=O)CC2)n1
  i, i, i, i, i, i, 11, 11, i, i, -7
- OCCOc1ccc(C2=NCCO2)cc1
  i, i, i, x, i, i, -1, 0, i, i, 0
- COC(=O)C1SCC2C(=O)N(Cc3ccc(Cl)c(Cl)c3)CC(=O)N21 (stereo unspecified)
  i, i, i, i, i, i, -4, 5, i, i, -11
- O=C(CSc1nnc(CNC(=O)c2ccccc2F)o1)NCC1CCCO1 (stereo unspecified)
  i, i, i, i, i, i, -7, 1, i, i, -7

# Next structures
SMILES,TRPC4 agonist,KCNK3 inh,KCNQ1 block,TRPC4 inh,KCNK9 block,PolyA inhibitor,DYRK1A inh,Platelet DG rel,TRPC4 PAM,KCNQ1 pot,hERG protect
CCC(C)(C(=O)Nc1ccccc1C)N(C(=O)CNC(C)=O)c1ccccc1C (stereo unspecified),i,i,i,i,i,i,-7,0,i,i,-5
CCOC(=O)C(Cc1ccccc1)c1ccnc2nc(N)nn12 (stereo unspecified),i,i,i,i,i,i,15,-1,i,i,-11
O=C(C1CCN(S(=O)(=O)c2ccc3c(c2)OCCO3)CC1)N1CCc2ccccc21,i,i,i,i,i,i,4,-13,i,i,-2
Cc1nn(C(C)(C)C)c(OC(=O)CC(C)C)c1S(=O)(=O)c1ccccc1,i,i,i,i,i,i,2,0,i,i,-8
COc1cc(C(=O)N(C)C2CCCN(Cc3ccccc3F)C2)cc(OC)c1OC (stereo unspecified),i,i,i,i,i,i,-1,-3,i,i,-9
CC1CCN(c2cc(N3CCOCC3)c([N+](=O)[O-])cc2F)CC1,i,i,i,i,i,i,-2,7,i,i,-10
CCn1ccnc1[C@@H]1C[C@H]2CN(Cc3ccccc3OC)C(=O)[C@]23CCCN13,i,i,i,i,i,i,1,14,i,i,-12
CC(CCc1ccccc1)NC(=O)CN1C(=O)NC2(CCCCC2)C1=O (stereo unspecified),i,i,i,i,i,i,3,8,i,i,-13
COc1ccc(-c2csc(NC(=S)NC(=O)c3ccc(S(=O)(=O)N(C)C)cc3)n2)cc1OC,i,i,i,i,i,i,0,-10,i,i,-8
O=C(COc1ccccc1[N+](=O)[O-])Nc1ccccc1N1CCCC1,i,i,i,i,i,i,25,2,i,i,-10
CCOc1ccc(/C=N/NC(=O)c2cc(-c3ccco3)nc3ccccc23)cc1,i,i,i,i,i,i,-8,-7,i,i,-10
O=C(O)/C=C/c1cn(Cc2ccccc2)nc1-c1cccnc1,i,i,i,i,i,i,x,-3,i,i,-4
NS(=O)(=O)c1ccc(CNC(=O)c2sccc2-c2ccccc2)cc1,i,i,i,i,i,i,-6,-8,i,i,-5
CCOC(=O)N1CCC(NC(=O)c2ccc3c(c2)N(C)C(=O)/C(=C/c2cccc(OC)c2)S3)CC1,i,i,i,i,i,i,-3,-4,i,i,-13
COc1cccc(CSc2nnnn2-c2ccc(O)cc2)c1,i,i,i,i,i,i,38,9,i,i,-7
Cc1cccc(NC(=O)Cc2nnc(NC(=O)Nc3ccccc3F)s2)c1,i,i,i,i,i,i,-4,-13,i,i,-18
C=CCN(CC(=O)NCC1CCCO1)C(=O)CCC(=O)Nc1cc(C)on1 (stereo unspecified),i,i,i,i,i,i,-1,-1,i,i,-8
COc1ccc(CCNC(=O)CCS(=O)(=O)c2ccc(C)cc2)cc1OC,i,i,i,i,i,i,4,3,i,i,-3
CCCN(CCC)c1nc2ccccc2nc1C(C#N)C(=O)OCCOC (stereo unspecified),i,i,i,i,i,i,8,8,i,i,-10
O=c1cc(O)nc(-c2ccccc2)s1,i,i,i,i,i,i,1,8,i,i,-9
CCCCC(CCC(=O)Nc1nccs1)C(=O)O (stereo unspecified),i,i,i,i,i,i,1,-5,i,i,-13
COc1ccc(CCC(=O)NNC(=O)Cn2nc(C)cc2C)cc1,i,i,i,i,i,i,0,3,i,i,-8
O=C(COC(=O)c1ncc(Cl)c(Cl)c1Cl)NNC(=O)c1ccccc1,i,i,i,i,i,i,x,1,i,i,-10
CCCCCCCCCOC(=O)C[n+]1csc(CCO)c1C,i,i,i,i,i,i,0,-3,i,i,-10
COCCn1c(=O)[nH]c(=O)c2c1nc(-c1ccc(-c3ccc(Cl)cc3[N+](=O)[O-])o1)n2Cc1ccccc1,i,i,i,i,i,i,-4,-6,i,i,-15
O=C(COC(=O)CCC(=O)c1ccc(F)cc1)Nc1nnc(-c2ccccc2)o1,i,i,i,i,i,i,-1,4,i,i,-15
CC(N=Cc1cccc(O)c1O)c1ccccc1 (stereo unspecified),i,i,i,i,i,i,1,13,i,i,-9
COc1ccc(C(C)N2CC34C=CC(O3)C(C(=O)OCC(C)C)C4C2=O)cc1 (stereo unspecified),i,x,i,i,i,i,x,1,i,i,-6
COC1CCN(Cc2c(C(=O)N3CCc4ccccc4C3)nc3ccc(Cl)cn23)CC1,i,i,i,i,i,i,-5,4,i,i,-12
COc1ccc(CNC(=O)c2ccc(NC(=O)C3CCCO3)cc2)cc1 (stereo unspecified),i,i,i,i,i,i,2,-2,i,i,-10
CC(C)N1CCC(N2CCN(Cc3cc(F)ccc3-n3cccn3)CC2CCO)CC1 (stereo unspecified),i,i,i,i,i,i,-4,-2,i,i,-6
CC(=O)c1cc(CN2CCN(C3CCN(C(C)C)CC3)C(CCO)C2)cs1 (stereo unspecified),i,i,i,i,i,i,-58,4,i,i,-1
C/C(=N\NC(=O)c1cc(-c2ccccn2)nc2ccccc12)c1cccc([N+](=O)[O-])c1,i,i,i,i,i,i,4,-2,i,i,-17
CCOC(=O)CC1=NC(=O)CS1,i,i,i,i,i,i,-1,-3,i,i,-7
Cc1ccc(NC(=O)CSc2nnc(COc3ccc(C#N)cc3)n2-c2ccccc2)cc1C,i,i,i,i,i,i,-44,-3,i,i,-12
CCOc1ccc2ccccc2c1/C=N/NC(=O)CNC(=O)c1ccccc1F,i,i,i,i,i,i,-6,-5,i,i,-8
COc1cc(/C=N/Nc2nc(N3CCCC3)nc(N3CCCC3)n2)ccc1O,i,i,i,i,i,i,12,-14,i,i,-14
CC(C)(O)c1ccc2c(c1)CCC1C(C)(C(=O)O)CCCC21C (stereo unspecified),i,i,i,i,i,i,13,3,i,i,-6
Cc1ccc(C(C)C)c(OCCNC(=S)Nc2cccc3ccccc23)c1,i,i,8*,i,i,i,4,-5,i,i,-9
Cc1ccc(CN2CCN(Cc3ccc(OC(C)C)cc3)CC2CCO)o1 (stereo unspecified),i,i,i,i,i,i,13,12,i,i,-11
Cc1ccc(N(C(=O)c2csnn2)C(C(=O)NCc2ccccc2)c2cccnc2)cc1 (stereo unspecified),i,i,i,i,i,i,1,-2,i,i,-8
COc1ccc(-c2[nH]ncc2CN(C)CCN2CCOCC2)cc1F,i,i,i,i,i,i,-2,0,i,i,-3
COc1ccc(CN2CCC(n3nccc3NC(=O)C3CC3)CC2)cc1O,i,i,i,i,i,i,4,-2,i,i,-9
COc1ccc(N(CC(=O)NCc2ccc(F)cc2)C(=O)CCC(=O)Nc2ccccn2)cc1,i,i,i,i,i,i,4,-1,i,i,-2
COC(=O)c1ccccc1NC(=O)c1cc(C2CC2)on1,i,i,i,i,i,i,1,-6,i,i,-7

# Screening results from PubChem.

# An excerpt; rates above refer to the full screens.
